G9a block: qHTS Assay for Inhibitors of Histone Lysine Methyltransferase G9a; G9a H3K9 monomethylation, AlphaScreen, 2 h; Potency, µM (highest dose often 102 µM), for inactives: top-dose activity, negative = inhibition, usual class: inhibitors; hit rate 8.8% among 350,000; AID 504332, 2011; further: on the % scale 0 is the no-effect control and ±100 the full control effect; nearly all actives have a fitted effect of over 75% in size
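Methyltransferase reactions run at room temperature for 2 h (20 nM enzyme, 500 nM biotin-H3K9 peptide, 20 uM SAM) after a 15 min compound preincubation; product detected by AlphaScreen beads and anti-H3K9me1 antibody.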
BLM helicase inh: qHTS Assay for Inhibitors of Bloom's syndrome helicase (BLM) | RecQ-like DNA helicase BLM (Homo sapiens), P54132 | recombinant BLM DNA unwinding, fluorescence dequenching | Potency, µM (doses to about 56.1 µM), without a hit: at the highest dose activity change, negative = inhibition, hits mostly inhibitors | hit rate 0.2% among 350,000;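 further: plate controls were vehicle for no effect and no enzyme for full effect; nearly all actives have a fitted effect of over 35% in size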
Target sequence (P54132 whole entry, looked up): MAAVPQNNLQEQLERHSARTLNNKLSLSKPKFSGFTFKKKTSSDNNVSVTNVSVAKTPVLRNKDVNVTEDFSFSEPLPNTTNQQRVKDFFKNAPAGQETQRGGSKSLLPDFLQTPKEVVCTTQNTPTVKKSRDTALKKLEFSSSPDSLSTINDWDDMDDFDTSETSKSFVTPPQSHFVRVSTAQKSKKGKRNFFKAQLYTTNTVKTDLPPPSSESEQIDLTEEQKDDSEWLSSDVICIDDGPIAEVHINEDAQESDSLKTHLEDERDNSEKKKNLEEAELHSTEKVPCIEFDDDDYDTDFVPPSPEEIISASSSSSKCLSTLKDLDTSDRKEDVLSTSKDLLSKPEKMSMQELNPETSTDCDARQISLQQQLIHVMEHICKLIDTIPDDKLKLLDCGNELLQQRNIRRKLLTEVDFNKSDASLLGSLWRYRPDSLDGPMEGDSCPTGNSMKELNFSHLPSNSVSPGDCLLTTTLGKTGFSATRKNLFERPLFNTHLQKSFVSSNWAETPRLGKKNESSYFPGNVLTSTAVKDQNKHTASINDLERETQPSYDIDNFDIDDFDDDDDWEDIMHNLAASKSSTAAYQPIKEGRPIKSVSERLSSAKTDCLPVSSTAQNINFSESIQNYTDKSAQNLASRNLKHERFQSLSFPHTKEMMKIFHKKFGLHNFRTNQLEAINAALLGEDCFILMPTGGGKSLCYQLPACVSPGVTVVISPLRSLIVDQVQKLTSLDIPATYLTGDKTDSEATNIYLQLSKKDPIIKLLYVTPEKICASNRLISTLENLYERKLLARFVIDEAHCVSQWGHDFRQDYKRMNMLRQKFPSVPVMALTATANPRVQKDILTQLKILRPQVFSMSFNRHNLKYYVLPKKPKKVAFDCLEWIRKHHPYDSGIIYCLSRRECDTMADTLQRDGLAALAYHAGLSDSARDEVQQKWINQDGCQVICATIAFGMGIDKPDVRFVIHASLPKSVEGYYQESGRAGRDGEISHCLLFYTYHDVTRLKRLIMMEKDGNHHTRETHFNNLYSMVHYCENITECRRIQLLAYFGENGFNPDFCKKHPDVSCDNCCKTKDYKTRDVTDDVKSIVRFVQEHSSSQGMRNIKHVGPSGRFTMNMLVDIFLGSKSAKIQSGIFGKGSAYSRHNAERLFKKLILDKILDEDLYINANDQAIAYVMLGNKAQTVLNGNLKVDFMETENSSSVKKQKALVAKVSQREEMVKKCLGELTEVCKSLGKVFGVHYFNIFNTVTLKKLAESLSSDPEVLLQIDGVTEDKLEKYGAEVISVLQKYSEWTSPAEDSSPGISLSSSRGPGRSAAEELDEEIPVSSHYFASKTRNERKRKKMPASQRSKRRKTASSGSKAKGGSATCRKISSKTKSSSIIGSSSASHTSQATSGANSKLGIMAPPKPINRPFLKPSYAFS
Pol kappa inh: qHTS for Inhibitors of Polymerase Kappa; Potency, µM (doses to about 107 µM), for the others: at the top dose activity, negative = inhibition, most hits filed as inhibitors; purified Pol kappa, fluorescent DNA synthesis assay, 10 min; hit rate 0.53% among 400,000; further: on the % scale 0 is the no-effect control and ±100 the full control effect
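Kinetic fluorescence readout at 0 and 10 min followed reaction start with substrate at 50 nM final. Beforehand, enzyme (10 nM Pol kappa) stood 15 min with compound at room temperature; buffer-only wells were negative controls.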
APEX1 inh: qHTS Assay for Inhibitors of the Human Apurinic/apyrimidinic Endonuclease 1 (APE1); DNA repair nuclease/redox regulator APEX1 (Homo sapiens), P27695; recombinant APE1, TAMRA/BHQ-2 abasic DNA cleavage fluorescence; AID 2517, 2012; Potency, µM (doses to about 65.8 µM), inactives show at the top dose activity change, negative = inhibition, actives largely listed as inhibitors; hit rate 0.35% among 350,000;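 further: plate controls were vehicle for no effect and reference inhibitor for full effect; nearly all actives have a fitted effect of over 55% in size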
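Endonuclease cleavage of a quenched abasic-site DNA duplex (50 nM) by APE1 (0.75 nM) was tracked by TAMRA dequenching. Compounds were preincubated with enzyme 15 min at room temperature; data normalized to buffer-only and DMSO wells plus NSC13755 control.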
BAZ2B block: qHTS Assay for Inhibitors of BAZ2B. hit rate 4.4% among 360,000. Bromodomain adjacent to zinc finger domain protein 2B (Homo sapiens), Q9UIF8. AID 504333, 2011. Potency, µM (doses to about 114 µM), without a hit: at the highest dose activity change, negative = inhibition, actives largely listed as inhibitors. AlphaScreen BAZ2B-H3K14Ac peptide displacement; further: on the % scale 0 is the no-effect control and ±100 the full control effect; nearly all actives have a fitted effect of over 60% in size
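Multi-concentration screen (max 110 uM) measuring displacement of acetylated histone H3 peptide from BAZ2B by AlphaScreen, using 50 nM protein, 50 nM peptide and 10 ug/mL streptavidin donor plus Ni-chelate acceptor beads.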
Pol beta inh: qHTS Assay for Inhibitors of DNA Polymerase Beta. P06746. Pol beta primer extension/strand displacement, fluorescence kinetic. Potency, µM (series often up to 114 µM), inactives show at the top dose activity change, negative = inhibition, actives largely listed as inhibitors. hit rate 1.3% among 340,000. AID 485314, 2010; further: on the % scale 0 is the no-effect control and ±100 the full control effect
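Enzyme-only controls used 10 nM Pol beta; buffer lacking enzyme served as negative control. Compound preincubated 15 min, then 50 nM substrate added; 0 and 10 min reads at room temperature.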
POLI inh: qHTS for Inhibitors of Polymerase Iota | DNA polymerase iota (Homo sapiens), Q9UNA4 | Pol iota fluorescent replication assay, 10 min | Potency, µM (highest dose often 115 µM), for inactives: at the highest dose activity, negative = inhibition, actives largely listed as inhibitors | hit rate 1% among 390,000 | AID 588590, 2011
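Fluorescent replication assay read twice, at 0 min and 10 min after adding 50 nM (final) substrate. Enzyme (10 nM) and compounds were first incubated 15 min at room temperature; enzyme-free buffer wells were negative controls.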
JMJD2A Tudor inh: qHTS Assay for Inhibitors of JMJD2A-Tudor Domain; Lysine-specific demethylase 4A (Homo sapiens), O75164; AlphaScreen JMJD2A-Tudor / H3K4me3 peptide binding; Potency, µM (doses to about 114 µM), for the others: at the highest dose activity change, negative = inhibition, actives largely listed as inhibitors; hit rate 4.4% among 390,000; further: on the % scale 0 is the no-effect control and ±100 the full control effect; nearly all actives have a fitted effect of over 50% in size
Pol eta inh: qHTS for Inhibitors of Polymerase Eta. DNA polymerase eta (Homo sapiens), Q9Y253. recombinant Pol eta, fluorescent DNA replication assay. Potency, µM (doses to about 114 µM), without a hit: at the top dose activity change, negative = inhibition, usual class: inhibitors. hit rate 1.2% among 390,000. AID 588591, 2011; further: on the % scale 0 is the no-effect control and ±100 the full control effect
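Pol eta (10 nM) was preincubated with compounds for 15 min at room temperature, after which fluorescent replication substrate (50 nM final) was added to start the reaction. Fluorescence was read kinetically at 0 and 10 min.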
Numbers without * were called inactive; ? = inconclusive; nt = not tested or not shown; & = joins results of further samples; [ ] = remark or other dose. The call rests on the fitted dose curve; in most records, active means well fitted curve in the direction sought with a large enough effect; inconclusive means small, poorly fitted or top-dose-only effect, or another doubt; inactive means no such curve, though single readings can be large; an effect the other way counts as inactive or inconclusive. Potency means the concentration at half of the fitted maximal effect. Some of the compounds tested (hit frequency here may not be typical).

mol,G9a block,BLM helicase inh,Pol kappa inh,APEX1 inh,BAZ2B block,Pol beta inh,POLI inh,JMJD2A Tudor inh,Pol eta inh
Cc1ccc(S(=O)(=O)NCCC(=O)OCC(=O)N(Cc2ccccc2)C(C)(C)C)cc1C,-26%[12.7 µM],nt,-12%,-1%,-4%,nt,9%,-18%,-22%
COc1ccc(CC(=O)Oc2ccc(C(C)(C)C)cc2)cc1S(=O)(=O)N1CCOCC1,?,nt,-20%,6%,4%,nt,8%,-16%,-31%
CCC(=O)N1CCN=C1SCc1c(F)cccc1Cl,93%,0%,-13%,-25%,-9%,11%,13%,-4%,-1%
COC(=O)c1sc(N2CCN(c3ccc(Cl)cc3)CC2)nc1N,?,-10%,-2%,-8%,?,0%,43%[activator],?,?
Nc1nc2ncc(C(=O)c3cc(Cl)cc(Cl)c3O)cc2s1,50µM*,-12%,-17%,-6%,-27%,-12%,139%[activator],?,-24%
Cc1ccccc1C(=O)N1CCC(C(=O)Nc2ccc(F)cc2F)CC1,8%[59 µM],-2%,10%,nt,1%,19%,35%,2%,-17%
CS(=O)(=O)c1cccc(C(=O)Nc2cccc(-c3nc4ccccc4[nH]3)c2)c1,13%,2%,-12%,-10%,-13%[57.1 µM],41%,17%,-8%,4%
Fc1ccccc1/C=C1\CCCC2=C1Nc1nnnn1C2c1ccccc1F (stereo not given),50µM*,1%,-9%,-3%,-4%,2%,-21%[58.9 µM],-25%,3%
Cc1ccc(-n2nc3c(c2NC(=O)c2ccc(OC(C)C)cc2)CS(=O)C3)cc1 (stereo not given),-30%,2%,-4%,1%,-22%,2%,-2%,-9%,6%
COc1cc(C(=O)NCCc2sc(-c3cccc(F)c3)nc2C)cc(OC)c1OC,3%[59 µM],1%,-2%[60.1 µM],nt,1%,-7%,-19%,-3%,-10%

An excerpt from above in order of SMILES length, largest number first.
mol,G9a block,BLM helicase inh,Pol kappa inh,APEX1 inh,BAZ2B block,Pol beta inh,POLI inh,JMJD2A Tudor inh,Pol eta inh
Cc1ccc(S(=O)(=O)NCCC(=O)OCC(=O)N(Cc2ccccc2)C(C)(C)C)cc1C,-26%[12.7 µM],nt,-12%,-1%,-4%,nt,9%,-18%,-22%
COc1ccc(CC(=O)Oc2ccc(C(C)(C)C)cc2)cc1S(=O)(=O)N1CCOCC1,?,nt,-20%,6%,4%,nt,8%,-16%,-31%
COc1cc(C(=O)NCCc2sc(-c3cccc(F)c3)nc2C)cc(OC)c1OC,3%[59 µM],1%,-2%[60.1 µM],nt,1%,-7%,-19%,-3%,-10%
COC(=O)c1sc(N2CCN(c3ccc(Cl)cc3)CC2)nc1N,?,-10%,-2%,-8%,?,0%,43%[activator],?,?

Remaining list, next part
mol,G9a block,BLM helicase inh,Pol kappa inh,APEX1 inh,BAZ2B block,Pol beta inh,POLI inh,JMJD2A Tudor inh,Pol eta inh
Fc1cccc(CN2CCN(Cc3nc(CCc4ccccc4)no3)CC2)c1,10%,-5%,3%,1%,6%,-21%,11%,-5%,-11%
Cc1cccc(C)c1NC(=O)c1sc(N)nc1-c1ccccc1,6%,-1%,5%,-3%,-4%,35%,17%,-12%,-16%
COc1ccccc1N1CCN(C(=O)CC2NC3CCCCC3NC2=O)CC1 (stereo not given),11%,0%,nt,-1%,2%,?,nt,nt,nt
CCCNCc1cc(OCC)c(OCC(N)=O)cc1Br,17%[59 µM],1%,-7%,16%,11%,7%,5%,12%,-18%
CC1(C)CC(CNCCC(c2ccc(F)cc2)c2ccco2)CCO1 (stereo not given),-6%[59 µM],-2%,2%,-7%,-26%,-24%,37%[activator],-18%,-20%
N#CC1=C(N)N(c2ncn[nH]2)C2=C(C(=O)CCC2)C1c1ccc(F)cc1 (stereo not given),13%[59 µM],0%,-1%,3%,4%,23%,113%[activator],5%,-10%
COc1cc2c(cc1OC)n(Cc1ccc([N+](=O)[O-])cc1)c(=O)n1nc(-c3ccccc3)nc21,16%[59 µM],-1%,-3%[60.1 µM],nt,-3%,-8%,7%,-11%,-15%
CCOc1cccc(C2C(C(=O)c3ccc(C)o3)=C(O)C(=O)N2Cc2ccccc2)c1 (stereo not given),nt,-2%,-10%,-42%,?,?,26%,-36%,-21%
Cc1cc(OI)c(C(C)C)cc1-c1cc(C(C)C)c(OI)cc1C,7.9µM*,-3%&-13%,14%&-24%[60.1 µM],18%&11%,nt,nt,nt,nt,nt
OC[C@H]1O[C@H](OCCc2ccc(O)cc2)[C@H](O)[C@@H](O)[C@@H]1O,nt,nt,15%,32%,nt,nt,-6%,-1%,-6%
O=C(NCc1ccccc1Cl)c1cnc2sc(N3CCCCC3)nn2c1=O,-2%[59 µM],-5%,1%,nt,3%,2%,23%,-14%,-17%
COc1ccc(O)c(C(=O)c2cnc3c(c2)c(C)nn3C)c1,2%,-3%,7%,1%,?,4%,50%[activator],-23%,5%
Cc1ccc(Nc2nc(CSc3nnc(-c4ccncc4)n3-c3ccccc3C)cs2)cc1,45µM*,2%,-18%,-5%,?,-7%,3%,?,-12%
COc1ccccc1N(CC(=O)Nc1ccc2c(c1)OCCO2)S(=O)(=O)c1ccc(C)cc1,-8%,-9%,2%,52%[activator],-23%,1%,82%[activator],-23%,-22%
O=C(NCCC1CCCCN1S(=O)(=O)c1ccccc1)C(=O)NCc1ccncc1 (stereo not given),-4%[0.501 µM],nt,-10%,-4%,24%,nt,26%,-6%,1%
CCCCN(C)CCCNC(=O)c1cc(-c2cccnc2)nc2ccccc12,9%,-8%&-1%,-3%,30%,4%&0%,4%&0%,27%&3%,-13%&-20%,-22%&-5%
Cc1ccc(S(=O)CCNC(=O)Cc2ccccc2)cc1 (stereo not given),4%,0%,7%,1%,-2%,-2%,4%,0%,-10%
COc1ccc(CNC(=O)Cn2c(=O)oc3cc(S(=O)(=O)N4CCC(C)CC4)ccc32)cc1,5%[59 µM],-8%,-10%,nt,-15%,33%[activator],13%,-20%,-10%
Cc1cc(NC(=O)COC(=O)Cn2c(C)csc2=O)ccc1Br,nt,-13%,-11%,6%,-12%,5%,5%,-22%,-10%
O=C(c1c(F)cccc1F)N(Cc1cccs1)C1CCCC1,13%,-7%,-14%,-2%,3%,2%,-2%,2%,-12%
COc1ccc2cc(C3=CC(=O)C[C@H](c4ccc5c(c4)OCO5)C3)ccc2c1,8%[0.501 µM],nt,12%,44%,-2%,nt,-23%,-27%,-18%
CCOc1ccc(C(=O)Nc2ccc(N3CCCC3)cc2)cc1,?,-13%,0%,9%,?,3%,-6%,?,-7%
C1CN=C(NC23CC4CC(CC(C4)C2)C3)C1,7%,-8%,-2%[60.1 µM],2%,1%,26%,4%,-21%,8%
Cc1cccc(C)c1OCc1cc(C(=O)N2CCCCCCC2)no1,nt,-4%,-7%,3%,18%,-4%,37%[activator],22%,-5%
C[n+]1cccc(C(=O)[O-])c1,11%[59 µM],7%,12%,-11%&-2%,-2%,nt,21%,1%,5%
O=C(COC(=O)c1ccc(O)cc1O)NC(=O)Cc1ccccc1,nt,nt,-10%,nt,nt,nt,17%,-19%,-2%
COc1cc(/C=C2/C(=O)ON=C2c2ccccc2)ccc1O,?,2%,0%,0%,50µM*,6%,?,-29%,-14%
COc1ccc(CCNC(=O)c2cccc(NS(=O)(=O)c3ccccc3F)c2)cc1OC,10%,-9%,-1%,-8%,-6%,0%,-1%,-13%,-15%
O=C(Nc1nnc(C2CC2)s1)C1=NN(C2CCS(=O)(=O)C2)C(=O)CC1 (stereo not given),6%,-9%,-4%,-7%,-4%,18%,17%,-8%,-5%
Cc1nc(NC2=NC(C(=O)Nc3ccc(Cl)cc3)CC(=O)N2)nc2ccccc12 (stereo not given),-6%[0.501 µM],1%,nt,-13%,1%,9%,nt,nt,nt
CCCCN(CC)CCCNC(=O)Nc1sc2nc3n(c(=O)c2c1C)CCC(C)CC3 (stereo not given),1%[59 µM],1%,7%,nt,-21%,22%,27%,-32%,-16%
CCCCn1nc(CC(=O)NCCN(CC)CC)c2ccccc2c1=O,-7%[12.7 µM],1%,-12%,16%,-3%,?,38%[activator],-15%,3%

Only BAZ2B block, for some of the entries so far:
| Molecule | BAZ2B block |
| --- | --- |
| Cc1cccc(C)c1OCc1cc(C(=O)N2CCCCCCC2)no1 | 18% |
| C[n+]1cccc(C(=O)[O-])c1 | -2% |
